# CCHF vOTU inh: CCHFV vOTU protease inhibition | Pep-AMC fluorescence | inhibition, % at 11.5 µM | actives 0.55% (n = 370,000); note: 0% = vehicle wells with enzyme and 100% = no enzyme wells
# BoNT-F LC inh: BoNT F light chain protease inhibition. Multiplex microsphere protease cleavage assay, flow cytometry. actives 0.22% (n = 360,000). inhibition, % at 10 µM; in the data active = inhibition above about 35%, passing the limit was not always enough; inconclusive = no clear call, values can overlap the other calls; note: plate controls were buffer without enzyme for full effect and enzyme alone for no effect
# MazF activator: increases E. coli MazEF RNase cleavage of RNA; actives 0.32% (n = 350,000); AID 504720; FAM/BHQ RNA-DNA oligo cleavage fluorescence, 5 h; activation, % at 20 µM; P0AE70; in the data active = activation above about 50%
# Target sequence (P0AE70 whole entry, looked up): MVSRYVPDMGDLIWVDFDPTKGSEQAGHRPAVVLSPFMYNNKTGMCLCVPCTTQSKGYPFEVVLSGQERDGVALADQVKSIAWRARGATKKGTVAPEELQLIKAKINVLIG
# GDH-TPI counter: GDH-TPI coupled enzyme inhibition counter-screen; GDH-TPI coupled enzyme counterscreen, NADH absorbance; inhibition, % at 4.8 µM; actives 1.2% (n = 360,000);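 note: 0% = DMSO wells and 100% = wells lacking the enzyme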
# FBA Mtb inh: inhibits M. tuberculosis FBA enzyme; purified M. tuberculosis FBA, fluorescence read-out; inhibition, % at 1 µM; actives 2.3% (n = 360,000); in the data active = inhibition above about 27%;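 note: 0% = vehicle and 100% = reference inhibitor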
# Target sequence (P9WQA3 whole entry, looked up): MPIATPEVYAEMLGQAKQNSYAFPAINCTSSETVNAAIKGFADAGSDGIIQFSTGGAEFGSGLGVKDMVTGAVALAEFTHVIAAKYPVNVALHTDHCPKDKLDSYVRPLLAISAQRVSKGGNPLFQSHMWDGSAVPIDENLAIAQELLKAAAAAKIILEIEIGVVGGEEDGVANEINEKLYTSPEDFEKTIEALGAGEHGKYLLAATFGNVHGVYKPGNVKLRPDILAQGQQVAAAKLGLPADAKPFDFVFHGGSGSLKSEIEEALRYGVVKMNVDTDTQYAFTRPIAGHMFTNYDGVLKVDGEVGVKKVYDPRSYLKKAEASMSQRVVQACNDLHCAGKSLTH
# DUSP3 inh: blocks human VHR1 dual specificity phosphatase; recombinant VHR phosphatase, pNPP absorbance; inhibition, % at 13.3 µM; actives 0.52% (n = 290,000); AID 1654; P51452; in the data active = inhibition above about 50%; note: some compounds called inactive have numbers as strong as hits
# BioA inh: inhibitors of Mycobacterium tuberculosis BioA enzyme; purified M. tuberculosis BioA enzyme, plate reader; inhibition, % at 9.99 µM; actives 0.096% (n = 360,000); AID 602481; in the data active = inhibition above about 40%; inconclusive = no clear call, values can overlap the other calls
# Rv3671c protease: Rv3671c (M. tuberculosis) protease inhibition. P9WHR9. AID 2606. actives 0.048% (n = 320,000). inhibition, % at 5.96 µM; in the data active = inhibition above about 38%;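 note: extracellular domain of Rv3671c used as enzyme; 0% = enzyme with DMSO and 100% = no enzyme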
# Target sequence (P9WHR9 whole entry, looked up, the tested form may be a part): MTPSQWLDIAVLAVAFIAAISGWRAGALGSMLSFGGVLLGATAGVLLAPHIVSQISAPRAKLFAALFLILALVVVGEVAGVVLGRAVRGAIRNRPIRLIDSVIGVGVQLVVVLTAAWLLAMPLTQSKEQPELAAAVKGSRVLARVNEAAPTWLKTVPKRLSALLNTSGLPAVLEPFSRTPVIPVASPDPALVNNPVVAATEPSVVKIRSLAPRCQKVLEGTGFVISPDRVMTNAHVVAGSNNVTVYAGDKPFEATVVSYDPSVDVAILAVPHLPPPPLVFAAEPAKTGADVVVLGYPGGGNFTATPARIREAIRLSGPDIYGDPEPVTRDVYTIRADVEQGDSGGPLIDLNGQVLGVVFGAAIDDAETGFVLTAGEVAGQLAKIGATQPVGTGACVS
# FadD28 binding: inhibitors of Mycobacterium tuberculosis FadD28 bisubstrate binding. FadD28 bisubstrate probe binding, fluorescence polarization. inhibition, % at 12.5 µM. actives 0.22% (n = 360,000). AID 588549; in the data active = inhibition above about 8.5%, passing the limit was not always enough; inconclusive = no clear call, values can overlap the other calls
# Mtb UGM inh: inhibitors of M. tuberculosis UDP-galactopyranose mutase; AID 504406; inhibition, % at 10 µM; P9WIQ1; purified UGM, fluorescence polarization probe displacement; actives 0.06% (n = 320,000); in the data active = inhibition above about 10%, passing the limit was not always enough; inconclusive = no clear call, values can overlap the other calls
# Starred values were filed as active, the others as inactive; ? = inconclusive; / = no result given; & = joins results of further samples. Cut-off read from the data, not from the text of the source, unless noted: active = inhibition above about 30%; inactive = the rest. Compounds were not picked by outcome; about 4.9% have a hit in one of these screens.
SMILES,CCHF vOTU inh,BoNT-F LC inh,MazF activator,GDH-TPI counter,FBA Mtb inh,DUSP3 inh,BioA inh,Rv3671c protease,FadD28 binding,Mtb UGM inh
CC(=O)Nc1ccc(S(=O)(=O)N(Cc2cc3ccc(C)cc3[nH]c2=O)CC2CCCO2)cc1 (centres undefined),-2,-1,7,13,5,6,0.4,2,-2.0,2.9
CN1CCN(C(=O)C23CC4CC(C2)CC(c2ccccc2)(C4)C3)CC1,6,-2,-10,-3,3,17,2.2,3,0.2,2.6
C[C@@H]1c2ccccc2N2C[C@H](Cc3ccc(C(=O)c4ccccc4)cc3)C[C@@H]12,-2,2,0,-5,-3,/,-1.2,/,-4.9,/
CCOC(=O)c1c(NC(=O)c2ccco2)sc2c1CCCC2,-9,4,3,-6,5,-2,-1.1,3,-2.1,-3.2
CCN(c1ccccc1)S(=O)(=O)c1ccc(Oc2ccc(-n3ccnc3)cc2)nc1,4,4,-9,-4,2,/,-1.6,5,-3.6,-3.7
CC(=O)c1cccc(S(=O)(=O)N2CCC(c3nc4ccccc4[nH]3)CC2)c1,-4,-2,14,1,0,-7,-0.5,-8,-0.7,-0.8
O=C(Nc1cccc(F)c1)c1ccc2c(c1)OCO2,3,-1,1,-5,-1,6,6.4,3,-5.8,-2.2
CCOc1cc(/C=N\n2nnnc2N)ccc1O,17,-4,9,16,4,20,0.8,-1,-2.8,2.3
c1ccc(-c2nnc(CSc3nc4ccccc4[nH]3)o2)cc1,-1,-6,5,14,-2,32,2.1,-16,-2.2,1.9
CCN1CCN(CCCNC(=O)c2ccc(NC(=O)C3=CSCCO3)cc2)CC1,16,9,-5,13,0,52*,6.5,1,-3.5,-1.5
CCC(=O)N1c2ccc(S(=O)(=O)NCCc3ccccc3)cc2CC1C (centres undefined),4,4,5,-6,-4,-17,0.3,-1,-2.5,-4.4
Cc1ccc(NC(=O)c2oc3ccc(S(=O)(=O)N4CCOCC4)cc3c2C)c(C)c1,-6,-12,-16,2,-1,3,2.2,0,-1.5,3.2
COc1ccccc1CNc1nc2nc(C)cc(=O)n2[nH]1,-1,-8,-1,-4,-6,-12,-0.8,7,-3.6,1.2
Cc1ccc(NC(=O)Nc2ccccc2C(=O)NCc2ccccc2)cc1,12,-9,4,3,3,4,-0.4,-1,-4.6,2.9
CCCc1c(C)c(C#N)c2nc3ccccc3n2c1NCCCN1CCOCC1,11,7,8,10,5,18,-3.0,7,0.2,0.8
CCOC(=O)c1cnc2ccc(OCC)cc2c1N1CCN(c2ccccc2OC)CC1,/,-4,8,-7,0,29,-0.6,1,-2.8,0.3
CC1(C2CC2)NC(=O)N(CC(=O)Nc2ccccc2-c2ccccc2)C1=O (centres undefined),2,1,0,3,4,-33,/,5,-1.5,-0.2
Cc1ccc(OCC(=O)NNC(=O)C2CCC2)cc1C,13,0,0,-6,3,/,-2.1,6,-0.6,-2.2
CC(C)c1ccc(C(=O)NCCCNC(=O)c2cnccn2)cc1,-9,-8,2,2,2,16,1.2,-6,-0.4,-0.9
COc1cccc(SCC2CSc3nc4ccccc4c(=O)n32)c1 (centres undefined),-1,-5,-5,1,7,18,/,4,0.2,1.5
CC1(C)Cc2cccc(OCC(=O)N3CCN(c4ccccc4)CC3)c2O1,6,-5,6,0,1,-12,/,12,-0.4,-0.5
CCOC(=O)CN(C(=O)CSc1nnnn1C)c1ccccc1,12,0,9,4,0,/,0.9,3,1.2,-4.2
COc1ccccc1N1CCN(C(=O)c2cc(S(=O)(=O)N3CCOCC3)ccc2C)CC1,2,9,12,1,-2,/,-0.3,/,-2.6,/
CC(C)n1c(O)c(C2c3cc(Cl)ccc3Oc3[nH]c(=O)n(C(C)C)c(=O)c32)c(=O)[nH]c1=O (centres undefined),/,3,0,5,-1,49,-2.9,/,-0.4,/
CN(C)S(=O)(=O)c1cccc(NC(=O)c2ccc(S(=O)(=O)N3CCCC3)cc2)c1,23,9,-5,2,1,/,/,-3,-2.1,-1.6
CC(=O)c1ccc(NC(=O)CCc2nc3sc4c(c3c(=O)[nH]2)CCCC4)cc1,-1,2,17,2,7,/,/,-36,-0.5,-2.3
COc1ccc(NC(=O)CN2CCC(C(N)=O)CC2)cc1,7,30,1,1,2,18,1.9,-6,-1.6,-1.6
c1ccc(-n2nnnc2NC2CCCCC2)cc1,-5,-11,-3,2,2,20,-0.1,12,-1.8,2.5
O=C(COC(=O)c1cccnc1)c1ccc(Cl)c(Cl)c1,-6,-1,2,0,0,16,/,-8,-1.0,-0.2
C=CCC1CCCCC12NC(=O)N(c1ccccc1)N2 (centres undefined),-7,/,18,1,-2,29,-0.2,3,-2.0,2.6
COc1ccc(OC)c(NC(=O)CSc2nc3ccccc3c(=O)n2CCNC(C)=O)c1,4,-4,-4,-12,-4,26,/,-9,-3.3,-1.3
Cc1ccc(-c2nn(-c3ccccn3)c(=O)c3ccccc23)cc1C,13,0,7,-2,-4,13,5.5,-2,-3.8,0.6
CC(=O)c1cccc(S(=O)(=O)N2CCN(c3ccccc3F)CC2)c1,-8,-12,4,4,1,26,/,7,-1.7,3.5
O=C(Cc1cn2ccsc2n1)Nc1cccc2cnccc12,2,3,5,-4,-1,22,-0.9,1,-3.0,-1.3
COc1ccc2c([N+](=O)[O-])c(N3CCCC3)[nH]c2c1,-16,16,6,24,2,-24,-1.5,0,-0.8,2.4
O=C(Nc1cccc2ccccc12)/C(=C/c1cccc([N+](=O)[O-])c1)NC(=O)c1cccs1,-21,-8,11,3,-1,13,-2.1,-33,-0.9,0.6
Cc1cc2cc(CNC(=O)c3cccs3)ccc2n1C,4,-72,12,1,5,24,-1.5,2,0.4,-0.1
Cc1cc2cc(C)c3nnc(SCC(=O)NCc4ccco4)n3c2cc1C,-13,-12,-2,12,3,20,0.8,10,-2.2,-0.1
COc1ccc(NC(=O)c2cc(C3CCCCN3S(=O)(=O)Cc3ccccc3)on2)cn1 (centres undefined),12,0,/,1,1,/,5.7,/,-1.4,/
COc1ccc(N(CC(=O)Nc2ccccc2Cl)S(=O)(=O)c2ccc(C)cc2)cc1OC,3,?,-17,-3,0,-28,-0.1,-2,-1.2,2.1
COc1ccccc1N(CC(O)CN1CCOCC1)S(=O)(=O)c1ccccc1 (centres undefined),7,4,11,-4,1,5,-0.4,0,-0.3,-0.8
CC(=O)Nc1cccc(NC(=O)c2c(-c3ccccc3Cl)noc2C)c1,-17,2,0,-2,-3,22,-1.8,0,-4.0,-2.0
c1ccc2c(c1)nc(CN1CCOCC1)n1c3ccccc3nc21,-11,-4,-4,3,3,21,6.2,11,0.2,-1.7
O=c1[nH]c(SCc2ccc(Cl)cc2)nc2ccsc12,12,/,-13,/,/,17,/,-4,/,1.5
Cc1ccc(C(=O)N2CC(=O)Nc3ccc(F)cc3C2c2ccccc2)cc1 (centres undefined),-9,-7,-15,8,1,-12,-0.3,6,-2.5,0.2
CCC(=O)Oc1cccc(C(=O)Nc2cccc(NC(=O)c3ccco3)c2)c1,-4,4,-18,1,-6,3,2.5,-8,-5.4,1.9
COc1cc(NC(=O)c2nccnc2N)cc(C(=O)Nc2cccc(C(F)(F)F)c2)c1,-8&-2,2&5,6&7,7&5,3&0,7,-0.3&-1.3,-123,-0.2&-6.4,0.0
O=C(OCc1cc(=O)c(OC(=O)c2ccccc2)co1)c1ccccc1,0,4,8,1,-1,/,0.0,/,-0.9,/
CC1CN(C(=O)C2CC(=O)N(c3ccc(Cl)cc3)C2)CC(C)O1 (centres undefined),2,-4,0,-7,-6,24,1.2,-2,-2.0,1.6
C/C(=N\Nc1nc2ccc(Cl)cc2o1)c1ccccc1,-5,/,8,-2,0,18,0.7,9,-0.5,-0.9
O=C(CN(Cc1ccco1)C(=O)c1ccc(F)cc1F)Nc1ccccc1C(F)(F)F,15,4,3,0,5,/,-0.6,-5,-2.6,-0.3

# In the list so far, these contain a nitro group on carbon:
SMILES,CCHF vOTU inh,BoNT-F LC inh,MazF activator,GDH-TPI counter,FBA Mtb inh,DUSP3 inh,BioA inh,Rv3671c protease,FadD28 binding,Mtb UGM inh
COc1ccc2c([N+](=O)[O-])c(N3CCCC3)[nH]c2c1,-16,16,6,24,2,-24,-1.5,0,-0.8,2.4
O=C(Nc1cccc2ccccc12)/C(=C/c1cccc([N+](=O)[O-])c1)NC(=O)c1cccs1,-21,-8,11,3,-1,13,-2.1,-33,-0.9,0.6

# Of the compounds above, these have a halogen.
SMILES,CCHF vOTU inh,BoNT-F LC inh,MazF activator,GDH-TPI counter,FBA Mtb inh,DUSP3 inh,BioA inh,Rv3671c protease,FadD28 binding,Mtb UGM inh
O=C(Nc1cccc(F)c1)c1ccc2c(c1)OCO2,3,-1,1,-5,-1,6,6.4,3,-5.8,-2.2
CC(C)n1c(O)c(C2c3cc(Cl)ccc3Oc3[nH]c(=O)n(C(C)C)c(=O)c32)c(=O)[nH]c1=O (centres undefined),/,3,0,5,-1,49,-2.9,/,-0.4,/
O=C(COC(=O)c1cccnc1)c1ccc(Cl)c(Cl)c1,-6,-1,2,0,0,16,/,-8,-1.0,-0.2
CC(=O)c1cccc(S(=O)(=O)N2CCN(c3ccccc3F)CC2)c1,-8,-12,4,4,1,26,/,7,-1.7,3.5
COc1ccc(N(CC(=O)Nc2ccccc2Cl)S(=O)(=O)c2ccc(C)cc2)cc1OC,3,?,-17,-3,0,-28,-0.1,-2,-1.2,2.1
CC(=O)Nc1cccc(NC(=O)c2c(-c3ccccc3Cl)noc2C)c1,-17,2,0,-2,-3,22,-1.8,0,-4.0,-2.0
O=c1[nH]c(SCc2ccc(Cl)cc2)nc2ccsc12,12,/,-13,/,/,17,/,-4,/,1.5
Cc1ccc(C(=O)N2CC(=O)Nc3ccc(F)cc3C2c2ccccc2)cc1 (centres undefined),-9,-7,-15,8,1,-12,-0.3,6,-2.5,0.2
COc1cc(NC(=O)c2nccnc2N)cc(C(=O)Nc2cccc(C(F)(F)F)c2)c1,-8&-2,2&5,6&7,7&5,3&0,7,-0.3&-1.3,-123,-0.2&-6.4,0.0
CC1CN(C(=O)C2CC(=O)N(c3ccc(Cl)cc3)C2)CC(C)O1 (centres undefined),2,-4,0,-7,-6,24,1.2,-2,-2.0,1.6
C/C(=N\Nc1nc2ccc(Cl)cc2o1)c1ccccc1,-5,/,8,-2,0,18,0.7,9,-0.5,-0.9
O=C(CN(Cc1ccco1)C(=O)c1ccc(F)cc1F)Nc1ccccc1C(F)(F)F,15,4,3,0,5,/,-0.6,-5,-2.6,-0.3
